M1 ag = activates human CHRM1 receptor; P11229; CHO-K1 hM1, Fluo-8 calcium fluorescence, agonist mode; 0% DMSO, 100% acetylcholine EC100; activation, % at 3 µM; 360,000 compounds, 0.33% hits; AID 588814;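 active = activation above the run's mean compound activation plus 3 SD, cut at about 16% in these data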;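 also: peak over basal fluorescence ratio within a 140 s kinetic read after compound addition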
M5 ag = CHRM5 agonism in calcium assay. CHO-K1 hM5 cells, Fluo-8 calcium fluorescence; 0% DMSO wells, 100% maximal acetylcholine response. activation, % at 3 µM. 360,000 compounds, 0.19% hits. AID 624037. P08912;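 active = activation above the run's mean over test compounds plus 3 SD, cut at about 23% in these data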;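 also: signal is peak over basal fluorescence ratio across the kinetic read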
Target sequence (P08912 whole entry, looked up): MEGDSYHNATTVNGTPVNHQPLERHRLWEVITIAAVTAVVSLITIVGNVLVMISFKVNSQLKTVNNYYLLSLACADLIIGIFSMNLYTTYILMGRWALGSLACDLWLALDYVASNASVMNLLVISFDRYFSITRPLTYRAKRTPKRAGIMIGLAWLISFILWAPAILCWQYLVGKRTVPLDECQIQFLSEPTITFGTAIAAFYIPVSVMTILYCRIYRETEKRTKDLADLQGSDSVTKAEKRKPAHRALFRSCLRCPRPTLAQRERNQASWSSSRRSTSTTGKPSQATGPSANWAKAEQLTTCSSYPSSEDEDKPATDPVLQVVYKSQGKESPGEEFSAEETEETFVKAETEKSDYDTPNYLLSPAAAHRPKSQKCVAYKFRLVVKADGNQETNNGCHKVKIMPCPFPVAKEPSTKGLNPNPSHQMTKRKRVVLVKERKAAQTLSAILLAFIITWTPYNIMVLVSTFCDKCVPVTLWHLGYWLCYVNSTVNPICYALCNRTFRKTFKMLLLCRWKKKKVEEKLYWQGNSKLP
M4 antag = CHRM4 antagonism in calcium assay | CHO-hM4 cells, ACh EC80, Fluo-8 calcium fluorescence | AID 624125 | P08173 | inhibition, % at 3 µM | 360,000 compounds, 0.73% hits;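 active = inhibition above its plate's cutoff, the mean inhibition of sample wells plus 3 SD, cut at about 27% in these data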;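 also: 0% = acetylcholine EC80 with DMSO and 100% = DMSO without agonist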
M5 PAM = potentiates acetylcholine response at human M5 receptor; P08912; CHO-K1 hM5, Fluo-8 calcium, ACh EC20 PAM; 0% = ACh EC20, 100% = ACh EC100; activation, % at 3 µM; 360,000 compounds, 0.3% hits; AID 624038;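 active = activation above the run cutoff, the mean activation of all test compounds plus 3 SD, cut at about 18% in these data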
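Probe or stimulus: acetylcholine, EC20 level; Assay system: human M5 receptor in CHO-K1 cells; Schedule: compound preincubation 140 s before EC20 acetylcholine addition; Technique: intracellular calcium via Fluo-8 fluorescence; Dosing: single-point, 3 µM nominal; Read-out basis: percent activation from peak-over-basal fluorescence ratio, scaled EC20-to-EC100 acetylcholine; Repeats: one well per compound, no replicates.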
M4 ag = agonists of human muscarinic M4 receptor (CHRM4) | 360,000 compounds, 0.14% hits | activation, % at 3 µM | CHO-K1 hM4/Gqi5, Fluo-8 calcium fluorescence; vehicle 0%, full acetylcholine response 100%;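 active = activation above the run mean over all test wells plus 3 SD, cut at about 32% in these data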;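 also: peak over basal fluorescence ratio per well then scaled between controls; 0% = DMSO wells and 100% = acetylcholine at EC100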
CHRM5 antagonist = CHRM5 antagonism in calcium assay; P08912; CHO-hM5 cells, Fluo-8 calcium fluorescence, ACh EC80; inhibition, % at 3 µM; 360,000 compounds, 0.59% hits; AID 624040;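 active = inhibition above a per-plate cutoff, the mean of that plate's test compounds plus 3 SD, cut at about 27% in these data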;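 also: 0% = acetylcholine EC80 with DMSO and 100% = DMSO without agonist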
CHRM1 antagonist = human CHRM1 antagonism | CHO-K1 hM1, Fluo-8 calcium fluorescence, ACh EC80 antagonist | 360,000 compounds, 1.3% hits | inhibition, % at 3 µM;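 active = percent inhibition above its own plate's cutoff, namely the mean of that plate's compound wells plus 3 SD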;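 also: peak over basal fluorescence ratio during 140 s after agonist addition; 0% = ACh EC80 plus DMSO and 100% = DMSO alone without agonist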
CHRM1 PAM = human CHRM1 positive allosteric modulation; P11229; 360,000 compounds, 0.088% hits; activation, % at 3 µM; CHO-K1 hM1, Fluo-8 calcium fluorescence, ACh EC20; 0% = ACh EC20, 100% = maximal ACh; in the data active = activation above about 19%, passing the limit was not always enough
TAAR1 agonist = human TAAR1 agonism | CHO RD-HGA16 TAAR1, Fluo-8 calcium fluorescence; vehicle wells 0%, saturating PEA agonist 100% | AID 624467 | activation, % at 3 µM | 360,000 compounds, 0.99% hits;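 active = activation above the mean activation of all test compounds in the run plus 3 SD, cut at about 38% in these data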
Target sequence (Q96RJ0 whole entry, looked up): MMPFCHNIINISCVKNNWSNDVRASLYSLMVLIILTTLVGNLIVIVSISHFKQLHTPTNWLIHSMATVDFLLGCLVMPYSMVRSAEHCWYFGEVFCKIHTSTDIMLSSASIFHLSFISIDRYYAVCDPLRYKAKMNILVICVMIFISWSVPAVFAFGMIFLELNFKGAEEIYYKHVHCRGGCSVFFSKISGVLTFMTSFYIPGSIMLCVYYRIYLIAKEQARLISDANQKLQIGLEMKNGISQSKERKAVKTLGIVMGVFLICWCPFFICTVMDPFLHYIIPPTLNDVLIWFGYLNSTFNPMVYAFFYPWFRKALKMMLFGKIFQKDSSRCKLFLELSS
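Benchmarks: low control DMSO, high control PEA (EC100); System: CHO RD-HGA16 cells carrying human TAAR1 plus Gα16; Detection: Fluo-8 fluorescence, 5 s baseline then 140 s kinetic read; Schedule: 17-24 h plating, Fluo-8 75 min 37 °C, 30 min RT; Read-out basis: % activation from peak over basal fluorescence ratio, DMSO-to-PEA scaled.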
* hit, by the source's call; . = not tested or not shown; & = joins results of further samples. Not all compounds are listed (hit frequency here may not be typical).

compound	M1 ag	M5 ag	M4 antag	M5 PAM	M4 ag	CHRM5 antagonist	CHRM1 antagonist	CHRM1 PAM	TAAR1 agonist
COC(=O)C(O)(c1ccc(N(C)S(=O)(=O)c2ccccc2)cc1)C(F)(F)F (stereo not drawn)	-2	1	6	-5	3	3	7	-3	22
CCC(c1ccc(C)cc1)N1C(=O)C2C3CCC(O3)C2C1=O (stereo not drawn)	-4	-5	-4	-4	0	8	-6	17	-2
CN(C)P1(N(C)C)=Nc2c(c(N)nn2C)C(c2ccccc2)=N1	-2&1	0&3	-2&6	-1&0	0&-1	11&0	-4&-12	8&0	2&6
O=c1[nH]c(O)c(/C=C2/C=CC(c3cc(Cl)ccc3Cl)=N2)c(=O)[nH]1	0	-1	11	2	2	6	-14	7	7
CCC(=NCc1ccco1)c1c(O)n(-c2ccc(Cl)cc2)c(=O)[nH]c1=O	3	11	-11	26*	1	8	-11	11	2
CCCn1cc(CN2CCCC(C(=O)c3cccc(OC)c3)C2)c(C)n1 (stereo not drawn)	-12	-9	-4	-4	2	-3	24	-30	10
O=c1[nH]c(=S)n(-c2ccc(Cl)cc2)c(O)c1/C=N/N1CCOCC1	-3	3	-9	8	0	-5	-13	9	4
CC(=O)OC1C2CCC1C(N1CCCCC1)CC2 (stereo not drawn)	-14	-6	-4	-4	1	2	-8	-1	4
O=C(COC(=O)Cc1ccccc1)Nc1nnc(-c2ccccc2)o1	2	5	2	3	0	5	-17	15	-1
CCc1ccc(N2C(=O)CC(=O)NC2=O)cc1	0	5	5	8	2	-1	-21	17	0
CCN(CC)CCN/N=C(\C)c1c(O)[nH]c(=O)[nH]c1=O	-2	3	4	4	1	2	6	-5	0
CC(=O)N1N=C2C3CCN(CC3)C2C1c1ccc(Br)cc1 (stereo not drawn)	-4	-4	-9	-3	0	-2	-4	3	6
COc1cccc(O)c1CN1CCCC(C(=O)c2ccccc2SC)C1 (stereo not drawn)	-6	-11	5	-1	2	4	16	-8	2
CCOC(=O)[C@]12Cc3cc(N(C)C)ccc3[C@H]1N(Cc1ccccc1)C(=O)c1ccccc12	-5	-9	13	-14	1	6	5	-5	2
CC(=O)OC1CCC2(C)C(CCC3C2CC(=O)C2(C)C3CC(N3CC3)C2C(C)=O)C1 (stereo not drawn)	-6	-3	-8	-2	0	11	-7	5	0
COc1ccc2c(C)c(CCC(=O)N3C[C@H]4C[C@@H](C3)c3cccc(=O)n3C4)c(=O)oc2c1	-4	1	-3	-3	-1	7	-8	-3	0
O=C(NC(C(Cl)Cl)N1CCOCC1)c1ccccc1 (stereo not drawn)	-5	0	4	-4	0	8	2	-5	15
CN(C)Cc1c[nH]c2ccccc12	-6	-1	1	2	1	5	2	-4	1
COC(=O)C1=C(c2ccc(F)cc2OCc2ccccc2)C[C@@H]2CC[C@H]1N2C(=O)NCCN1CCOCC1	1	-3	-8	6	1	1	3	12	3
CC(C)OP(=O)(OC(C)C)C(NCc1ccccc1)c1ccccc1 (stereo not drawn)	-4	-1	-5	3	0	3	0	4	-2
Cc1ccc(-c2cc(-c3ccc(C)cc3)[n+](-c3ccccc3)c(-c3ccc(C)cc3)c2)cc1	6	-3	65*	-43	30	31*	51*	-21	.
CCn1c(O)c(/C=N/NC(=O)c2ccccc2)c(=O)n(CC)c1=S	2	-3	2	-5	0	12	-3	19	7
Cc1cccc(OC(=O)N2CCOCC2)c1	-4	-1	5	4	0	0	-5	10	2
c1cc2c(cc1N1CCCCC1)CNCc1cnnn1-2	-13	-1	-8	1	1	0	32	-18	1
CCCCC(=O)N/N=C/c1c(O)n(CCc2ccc(OC)c(OC)c2)c(=O)[nH]c1=O	-5	-1	-4	-1	1	2	7	-3	3
O=c1cccc2n1CC1CC2CN(Cc2c(Cl)cccc2Cl)C1 (stereo not drawn)	-5	-5	5	-12	0	4	-7	5	8
CCC(=NCc1cc(OC)cc(OC)c1)c1c(O)[nH]c(=O)[nH]c1=O	-5	0	-7	9	0	-4	-16	7	0
Cc1c(NC(NC(=O)CF)C(Cl)(Cl)Cl)c(=O)n(-c2ccccc2)n1C (stereo not drawn)	-5	-1	5	2	2	6	-1	5	8
C=C(C)C(Cc1c(OC)ccc(C(=O)/C=C/c2ccc(O)cc2)c1O)OO (stereo not drawn)	0	6	-20	-12	12	6	15	-12	7
Cc1ccc(C)c(OCC(=O)N2CCCN(C)CC2)c1	-12	-4	10	-1	1	6	-3	4	1
N#C/C(=C(/O)c1ccc(S(=O)(=O)N(CCCl)CCCl)cc1)c1nc2ccccc2[nH]1	-2	-2	-1	3	1	1	-15	9	1
Cc1cccc(-n2c(-c3ccco3)nc3ccccc3c2=O)c1C	-10	-5	6	4	2	-2	-7	13	-1
COc1cc(OC)cc(C(=O)NC(=S)N2C[C@H]3C[C@H](C2)c2cccc(=O)n2C3)c1	-4	1	-6	0	0	1	-13	6	0
COC(=O)C1=C(c2c(C)noc2C)C[C@@H]2CC[C@H]1N2C(=O)NCc1ccc2c(c1)OCO2	-2	5	0	0	0	7	-5	5	4
O=C(CN1CC=C(c2ccccc2)CC1)Nc1c(Cl)cccc1Cl	-8	-6	2	-6	0	9	2	-6	5
COc1ccc(C(CC(C)=O)c2c(O)c3ccccc3oc2=O)cc1OC (stereo not drawn)	-1	0	4	2	0	-4	-18	9	1
Cc1cccc(OCC(=O)N2CCN(Cc3cccnc3)CC2)c1	-4	7	-8	7	1	-9	-1	1	-1
CCc1cc2c(s1)N(CC(=O)OC)C(=O)CN=C2c1ccccc1OC	-5	-1	2	-1	1	9	0	2	6
Clc1ccc(Cn2ccnc2)cn1	8	1	-2	7	2	4	-6	7	0
CCOc1ccc([N+](=O)[O-])cc1CNCCc1ccccc1	-6	-11	4	3	0	7	-4	5	52*
CCOC(=O)[C@]12Cc3cc(Cl)ccc3[C@H]1N(C1CCCCC1)C(=O)c1cc(OC)ccc12	.	51*	77*	6	1	18	.	.	2
O=C(c1cccs1)N1CCC(C(=O)O)(c2ccccc2)CC1	-2	0	-18	1	1	1	-15	9	1
COc1ccc(C(c2nnnn2-c2ccc3c(c2)OCCO3)N2CCC3(CC2)C(=O)NCN3c2ccccc2)cc1 (stereo not drawn)	4	2	1	-6	6	9	-30	8	1
Cc1nccc2c1[nH]c1ccc(Br)cc12	1	2	-19	8	8	2	-9	14	2
Cn1cc(NC(=O)CCl)cn1	-6	0	1	9	1	-3	-13	8	0
O=c1c2ccccc2nc(/C=C/c2ccc3c(c2)OCO3)n1-c1cccc(O)c1	-2	1	-5	-2	1	9	15	-8	1
COC(=O)CC1NC2CCCCC2NC1=O (stereo not drawn)	-3	-1	-6	-1	0	-4	-23	9	2
Cc1ccc(C(=O)c2cc(Br)ccc2N)cc1	-5	-6	-3	1	-1	-1	-4	7	0
Cc1nn(Cc2ccccc2)c(C)c1C=C1C(=O)NC(=S)NC1=O	-12	-1	1	-5	1	8	15	-9	1
C=CC1CN2CCC1CC2C(O)c1ccnc2ccccc12 (stereo not drawn)	-12	-3	-2	-2	1	4	12	-9	2
COc1ccc2[nH]c(C)c(CCNCc3cc(OC)c4c(c3)OCO4)c2c1	-2	4	-1	-3	3	17	-5	7	3
CCC1(c2ccccc2)C(=O)N(COC)C(=O)N(COC)C1=O	-1	0	-7	-3	0	-1	-23	-1	3
C=CCn1c(O)c(C(CC)=Nc2ccc(NC(C)=O)cc2)c(=O)[nH]c1=O	-2	0	-8	10	1	4	-13	12	0
O=C(NCCO)c1nsnc1NCCCl	4	-1	-3	-6	1	-12	-1	0	6
Cc1cc(C)c(-n2c(O)c(/C=N/NC(=O)c3ccncc3)c(=O)[nH]c2=O)c(C)c1	-1	0	8	-2	0	8	-13	4	-1
CCN1C[C@]2(CO)CC[C@H](OC)[C@@]34C5C[C@H]6[C@H](OC)C5[C@](O)(C[C@H]6OC)[C@@H](C(OC)C23)[C@@H]14 (stereo partly drawn)	-3	-3	-24	-7	0	6	-10	4	1
CCC(=NCc1ccc2c(c1)OCO2)c1c(O)n(C)c(=O)n(C)c1=O	2	7	-2	-20	11	14	9	-4	9
O=C(Nc1ccccc1)N1CCC2(CC1)OCCO2	-6	-3	-2	2	0	-4	-8	9	3
COc1ccc(OC(=O)N(C)C[C@@H]2OCc3cnnn3CCCC(=O)N([C@H](C)CO)C[C@H]2C)cc1	-5	1	-10	4	0	-2	-3	4	0
CC(N)Cc1c[nH]c2ccc(Cl)cc12 (stereo not drawn)	-6	-7	0	3	3	-8	4	-2	33
CCC(=O)OC1(Cc2ccc(CC)cc2)CC(C)N(C)CC1C (stereo not drawn)	-7	-15	-4	11	1	1	-12	8	3

3 compounds already listed, arranged by molecular weight, low to high.
compound	M1 ag	M5 ag	M4 antag	M5 PAM	M4 ag	CHRM5 antagonist	CHRM1 antagonist	CHRM1 PAM	TAAR1 agonist
Cn1cc(NC(=O)CCl)cn1	-6	0	1	9	1	-3	-13	8	0
COc1ccc2[nH]c(C)c(CCNCc3cc(OC)c4c(c3)OCO4)c2c1	-2	4	-1	-3	3	17	-5	7	3
COC(=O)C1=C(c2ccc(F)cc2OCc2ccccc2)C[C@@H]2CC[C@H]1N2C(=O)NCCN1CCOCC1	1	-3	-8	6	1	1	3	12	3
